SENP8 block = SENP8 (human) protease inhibition. AID 602440. 0.64% of 360,000 active. Q96LD8. inhibition, % at 20 µM. recombinant SENP8, Nedd8 substrate fluorescence; in the data active = inhibition mostly above about 40%, no sharp cut-off; inactive = mostly below about 27%
Target sequence (Q96LD8 whole entry, looked up): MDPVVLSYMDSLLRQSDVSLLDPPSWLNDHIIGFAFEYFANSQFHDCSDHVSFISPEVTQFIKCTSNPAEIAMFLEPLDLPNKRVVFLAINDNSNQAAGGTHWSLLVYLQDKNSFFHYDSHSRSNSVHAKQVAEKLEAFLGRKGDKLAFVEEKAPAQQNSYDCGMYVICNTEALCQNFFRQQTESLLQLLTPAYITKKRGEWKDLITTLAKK
MPTP inh = permeability transition pore inhibition | isolated mouse mitochondria, Ca2+ swelling absorbance, 30 min | inhibition, % at 10 µM | 1.4% of 360,000 active | AID 602449;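 active = inhibition of 50% or more, scaled per plate between neutral and stimulator controls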;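 also: 0% = DMSO wells given calcium and 100% = 1 mM EGTA wells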
ATG4B inh = ATG4B (human) cysteine protease inhibition; Q9Y4P1; ATG4B cleavage of LC3-PLA2, NBD-HPC fluorescence, 1 h; inhibition, % at 8.33 µM; 0.51% of 340,000 active; AID 504462; in the data active = inhibition above about 40%
SENP7 inh = blocks the human protease SENP7 | Q9BQF6 | recombinant SENP7, Z-RLRGG-aminoluciferin luminescence, 40 min | inhibition, % at 5 µM | 1.5% of 330,000 active;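 active = inhibition above about 50% at the single test dose, limit read from the data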;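 also: plate controls were DMSO with enzyme for no effect and no enzyme buffer wells for full effect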
Target sequence (Q9BQF6 706-1050 limits assumed): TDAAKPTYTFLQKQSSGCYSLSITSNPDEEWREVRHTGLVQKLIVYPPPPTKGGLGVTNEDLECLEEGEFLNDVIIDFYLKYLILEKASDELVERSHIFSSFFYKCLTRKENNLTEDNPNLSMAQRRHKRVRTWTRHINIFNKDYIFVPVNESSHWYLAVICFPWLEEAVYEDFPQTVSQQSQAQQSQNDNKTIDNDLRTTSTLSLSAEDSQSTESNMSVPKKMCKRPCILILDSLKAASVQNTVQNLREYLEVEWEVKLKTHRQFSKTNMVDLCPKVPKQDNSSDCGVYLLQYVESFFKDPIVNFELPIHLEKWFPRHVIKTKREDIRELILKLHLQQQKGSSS
SENP6 block = SENP6 protease inhibition. Q9GZR1. Recombinant SENP6 catalytic domain, aminoluciferin luminescence. inhibition, % at 10 µM. 1.8% of 330,000 active;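 active = inhibition above about 50% at the single tested dose, limit read from the data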;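 also: plate controls were DMSO wells with enzyme for no effect and DMSO wells lacking enzyme for full effect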
Target sequence (Q9GZR1 628-1112 limits assumed): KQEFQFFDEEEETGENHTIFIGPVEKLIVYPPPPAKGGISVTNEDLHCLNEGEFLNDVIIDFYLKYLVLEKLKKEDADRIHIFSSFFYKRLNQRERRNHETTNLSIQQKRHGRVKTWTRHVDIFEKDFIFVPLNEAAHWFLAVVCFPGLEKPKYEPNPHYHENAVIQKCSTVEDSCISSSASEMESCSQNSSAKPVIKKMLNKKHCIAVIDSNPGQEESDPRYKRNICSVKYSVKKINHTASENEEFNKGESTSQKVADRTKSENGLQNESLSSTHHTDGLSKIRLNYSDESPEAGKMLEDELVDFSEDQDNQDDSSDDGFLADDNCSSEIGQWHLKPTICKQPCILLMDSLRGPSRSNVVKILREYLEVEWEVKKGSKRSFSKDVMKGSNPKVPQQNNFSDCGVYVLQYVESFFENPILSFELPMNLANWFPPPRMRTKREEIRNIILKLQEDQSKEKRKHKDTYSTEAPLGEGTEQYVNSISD
PfG6PD inh = PfG6PD (Plasmodium falciparum) enzyme inhibition. PfGluPho enzyme, NADPH resazurin-diaphorase fluorescence. inhibition, % at 20 µM. 0.78% of 350,000 active. AID 504690;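 active = inhibition reaching at least a set limit at 20 µM in the primary screen, cut at about 59% in these data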;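 also: 0% = DMSO wells with substrate and 100% = DMSO wells lacking glucose-6-phosphate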
HKDC1 inhibitor = inhibitors of human hexokinase HKDC1 | inhibition, % at 20 µM | recombinant HKDC1, G6PDH/diaphorase resazurin coupled fluorescence | 0.16% of 340,000 active;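 active = inhibition above about 35% when tested at 20 µM, limit read from the data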;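 also: plate controls were DMSO wells with enzyme for no effect and DMSO wells lacking enzyme for full effect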
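Incubation: 90 min at room temperature in dark / Material: recombinant HKDC1 (HK5) hexokinase enzyme, produced in-house / Quantity: enzyme 5 µg/mL final / Compound: one dose of 20 µM, 1% DMSO / Reagent: glucose and ATP substrates / Buffer or medium: Tris pH 8.0 buffer with MgCl2, Tween-20, BSA, BME / Technique: resorufin fluorescence at 613 nm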
NR3A LBD binder = modulates the human NR3A ligand-binding domain. NR3A LBD differential scanning fluorimetry, Tm shift; 0% = protein alone, 100% = glycine-bound protein. Tm shift relative to glycine control, % at 25 µM. 2.5% of 340,000 active. AID 1259313;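 active = melting temperature shift of at least 10% of the positive control shift, at one fixed dose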
Active calls of the source: *.

Results for COc1ccc(NC(=O)C(=O)NCC(=O)Nc2cc(OC)ccc2OC)cc1 ?
SENP8 block: 12; MPTP inh: 2.4; ATG4B inh: 1; SENP7 inh: 6; SENP6 block: -5; PfG6PD inh: -7; HKDC1 inhibitor: 7; NR3A LBD binder: -19

Results for CCCCc1cc(-c2n[nH]c(=S)o2)c2ccccc2n1 ?
SENP8 block: -137; MPTP inh: 8.2; ATG4B inh: -4; SENP7 inh: 1; SENP6 block: 5; PfG6PD inh: 4; HKDC1 inhibitor: 11; NR3A LBD binder: -8

Results for FC(F)(F)c1ccc(N2CCOCC2)c(Nc2nc3ccccc3n3cnnc23)c1 ?
SENP8 block: -112; MPTP inh: 0.3; ATG4B inh: -3; SENP7 inh: 6; SENP6 block: 6; PfG6PD inh: 24; HKDC1 inhibitor: 15; NR3A LBD binder: -2

How did CCOc1ccc(C(=O)CCC(=O)N2CCN(c3ccc(O)cc3)CC2)cc1 do in these assays?
SENP8 block: 13; MPTP inh: 1.5; ATG4B inh: -5; SENP7 inh: -3; SENP6 block: 2; PfG6PD inh: 67*; HKDC1 inhibitor: -3; NR3A LBD binder: 4

What do the screens show for `Cc1cc(C)cc(NC(=O)Cc2ccc(-n3cccc3)cc2)c1`?
SENP8 block: 4; MPTP inh: 3.2; ATG4B inh: 10; SENP7 inh: 1; SENP6 block: -11; PfG6PD inh: -12; HKDC1 inhibitor: -12; NR3A LBD binder: -1

How did COc1ccccc1NOC(=O)CCOc1ccccc1 do in these assays?
SENP8 block: 6; MPTP inh: -0.1; ATG4B inh: -2; PfG6PD inh: 13; HKDC1 inhibitor: -1; NR3A LBD binder: -1

What do the screens show for `CC(C)CCNC(=O)CN(Cc1ccc2c(c1)OCO2)C(=O)Cn1nnc(-c2cccs2)n1`?
SENP8 block: 4; MPTP inh: 2.2; ATG4B inh: -21; SENP7 inh: -1; SENP6 block: -17; PfG6PD inh: 14; HKDC1 inhibitor: -4; NR3A LBD binder: -2

Results for COc1ccc(CN2CCOCCOCCOCCOCCOCC2)cc1 ?
SENP8 block: 21; MPTP inh: 0.3; ATG4B inh: -8; SENP7 inh: -1; SENP6 block: -23; PfG6PD inh: 12; HKDC1 inhibitor: -4; NR3A LBD binder: 2

What do the screens show for `Cc1cc(NC(=O)CCC(=O)N(Cc2ccco2)C(C(=O)NC2CCCCC2)c2ccccc2)no1` (stereo unspecified)?
SENP8 block: 13; MPTP inh: 0.4; ATG4B inh: -9; SENP7 inh: 3; SENP6 block: 7; PfG6PD inh: 3; HKDC1 inhibitor: -4; NR3A LBD binder: -1

Results for COc1cccc(OC)c1OCCCOc1cccc2cccnc12 ?
SENP8 block: -86; MPTP inh: -2.5; ATG4B inh: 1; SENP7 inh: 33; SENP6 block: 0; PfG6PD inh: 13; HKDC1 inhibitor: -5; NR3A LBD binder: -2

How did Cc1ccc(C)c(S(=O)(=O)N2CCN(C(=O)Cc3c(F)cccc3Cl)CC2)c1 do in these assays?
SENP8 block: 4; MPTP inh: -1.3; ATG4B inh: 17; SENP7 inh: 12; SENP6 block: -15; PfG6PD inh: -3; HKDC1 inhibitor: -4; NR3A LBD binder: -2

Results for C=CCn1c(O)c(N=Nc2ccccc2O)c2ccccc21 ?
SENP8 block: 17; MPTP inh: 3.3; ATG4B inh: 9; SENP7 inh: 9; SENP6 block: -6; PfG6PD inh: 4; HKDC1 inhibitor: 1; NR3A LBD binder: 15*

Results for COc1cccc(-n2c(Cc3cc(=O)[nH]c(=O)[nH]3)nnc2SCc2cccnc2)c1 ?
SENP8 block: 13; MPTP inh: -3.3; ATG4B inh: 0; SENP7 inh: 10; SENP6 block: 1; PfG6PD inh: -20; HKDC1 inhibitor: 10; NR3A LBD binder: 1

How did c1ccc(-c2noc(-c3ccc4ccccc4c3)n2)cc1 do in these assays?
SENP8 block: -25; MPTP inh: 0.8; ATG4B inh: -7; SENP7 inh: 98*; SENP6 block: 92*; PfG6PD inh: -3; HKDC1 inhibitor: -10; NR3A LBD binder: -19

How did COc1ccc(S(=O)(=O)N(C)c2ccc(C(=O)N3CCC(C(N)=O)CC3)cc2)cc1OC do in these assays?
SENP8 block: 8; MPTP inh: 0.5; ATG4B inh: -7; SENP7 inh: 4; SENP6 block: -5; PfG6PD inh: -5; HKDC1 inhibitor: -10; NR3A LBD binder: 4

Results for NC(=O)C1CCN(C(=O)c2ccc3ccccc3c2)CC1 ?
SENP8 block: 13; MPTP inh: 0.4; ATG4B inh: -2; SENP7 inh: 7; SENP6 block: 0; PfG6PD inh: 7; HKDC1 inhibitor: -4; NR3A LBD binder: 0

What do the screens show for `Cc1ccc(C)c(S(=O)(=O)Nc2cccc(-n3cnnn3)c2)c1`?
SENP8 block: 12; MPTP inh: -2.0; ATG4B inh: 4; SENP7 inh: -2; SENP6 block: -16; PfG6PD inh: -13; HKDC1 inhibitor: -2; NR3A LBD binder: -1

What do the screens show for `COc1ccc(NC(=O)CN2C(=O)COc3ccc(S(=O)(=O)N4CCCCC4)cc32)c(OC)c1`?
SENP8 block: 19; MPTP inh: -2.5; ATG4B inh: 2; SENP7 inh: 10; SENP6 block: -4; PfG6PD inh: -3; HKDC1 inhibitor: -5; NR3A LBD binder: -1

What do the screens show for `Cc1ccc(S(=O)(=O)Nc2ccccc2C(=O)N2CCCC2)cc1`?
SENP8 block: 12; MPTP inh: 1.5; ATG4B inh: 1; SENP7 inh: -3; SENP6 block: -5; PfG6PD inh: 29; HKDC1 inhibitor: 7; NR3A LBD binder: 10

How did CCCCN(C(=O)CCC(=O)Nc1cc(C)on1)C(C(=O)NC1CCCC1)c1ccc(F)cc1 (stereo unspecified) do in these assays?
SENP8 block: 13; MPTP inh: 0.9; ATG4B inh: -4; SENP7 inh: 5; SENP6 block: -2; PfG6PD inh: 26; HKDC1 inhibitor: -2; NR3A LBD binder: -1

Results for COc1cccc2sc(NNC(=O)c3nc4ccccc4s3)nc12 ?
SENP8 block: 6; MPTP inh: 3.0; ATG4B inh: 2; SENP7 inh: -3; SENP6 block: 42; PfG6PD inh: 34; HKDC1 inhibitor: -32; NR3A LBD binder: -17

What do the screens show for `COc1ccc(-n2cnc3c(sc4nccc(N(C)C)c43)c2=O)cc1`?
SENP8 block: -400; MPTP inh: -2.2; ATG4B inh: -8; SENP7 inh: 0; SENP6 block: 1; PfG6PD inh: -14; HKDC1 inhibitor: -2; NR3A LBD binder: 0

Results for COc1ccc(CC(=O)OCC(=O)c2ccc[nH]2)cc1 ?
SENP8 block: 6; MPTP inh: -2.5; ATG4B inh: 2; SENP7 inh: 4; SENP6 block: -3; PfG6PD inh: -2; HKDC1 inhibitor: 0; NR3A LBD binder: 0

What do the screens show for `COC(=O)[C@H](CCSC)NC(=O)Nc1ccc(OC)cc1OC`?
SENP8 block: 11; MPTP inh: -1.4; ATG4B inh: 4; SENP7 inh: -5; SENP6 block: -2; PfG6PD inh: -8; HKDC1 inhibitor: -9; NR3A LBD binder: -1

Brought forward from above: 3 entries; new compounds follow.
What do the screens show for `COc1ccc(-n2cnc3c(sc4nccc(N(C)C)c43)c2=O)cc1`?
SENP8 block: -400; MPTP inh: -2.2; ATG4B inh: -8; SENP7 inh: 0; SENP6 block: 1; PfG6PD inh: -14; HKDC1 inhibitor: -2; NR3A LBD binder: 0

Results for COc1ccc(CC(=O)OCC(=O)c2ccc[nH]2)cc1 ?
SENP8 block: 6; MPTP inh: -2.5; ATG4B inh: 2; SENP7 inh: 4; SENP6 block: -3; PfG6PD inh: -2; HKDC1 inhibitor: 0; NR3A LBD binder: 0

What do the screens show for `COC(=O)[C@H](CCSC)NC(=O)Nc1ccc(OC)cc1OC`?
SENP8 block: 11; MPTP inh: -1.4; ATG4B inh: 4; SENP7 inh: -5; SENP6 block: -2; PfG6PD inh: -8; HKDC1 inhibitor: -9; NR3A LBD binder: -1

Results for CC(Sc1nc2ccc(Br)cc2[nH]1)C(=O)O (stereo unspecified) ?
SENP8 block: 20; MPTP inh: -1.0; ATG4B inh: -4; SENP7 inh: 4; SENP6 block: 0; PfG6PD inh: -3; HKDC1 inhibitor: -7; NR3A LBD binder: 0

How did O=C(c1ccc(-c2ccc(Cl)cc2)o1)N1CCN(c2ccc([N+](=O)[O-])cc2Cl)CC1 do in these assays?
SENP8 block: 13; MPTP inh: 44; ATG4B inh: -18; SENP7 inh: 7; SENP6 block: 3; PfG6PD inh: 28; HKDC1 inhibitor: -3; NR3A LBD binder: 0

Results for CC(=O)N1CCN(CCN=CC2=C(O)CC(c3ccc(Cl)cc3)CC2=O)CC1 (stereo unspecified) ?
SENP8 block: 20; MPTP inh: -2.9; ATG4B inh: -1; SENP7 inh: -2; SENP6 block: -24; PfG6PD inh: 2; HKDC1 inhibitor: -1; NR3A LBD binder: -6

What do the screens show for `O=C(NC(=O)c1ccc(C(F)(F)F)cc1)Nc1ccc(-c2cnco2)cc1`?
SENP8 block: 12; MPTP inh: 0.3; ATG4B inh: 1; SENP7 inh: -1; SENP6 block: -2; PfG6PD inh: -11; HKDC1 inhibitor: 3; NR3A LBD binder: 0

How did CCN(CC)S(=O)(=O)c1ccc(C(=O)NNC(=O)C2COc3ccccc3O2)cc1 (stereo unspecified) do in these assays?
SENP8 block: 19; MPTP inh: 1.3; ATG4B inh: -7; SENP7 inh: -7; SENP6 block: -17; PfG6PD inh: -22; HKDC1 inhibitor: -6; NR3A LBD binder: 1

Results for CC(=O)N1N=C(c2ccc(C)cc2)OC1c1ccc(Br)cc1 (stereo unspecified) ?
SENP8 block: -4; MPTP inh: 1.9; ATG4B inh: 2; SENP7 inh: 11; SENP6 block: 15; PfG6PD inh: -4; HKDC1 inhibitor: -5; NR3A LBD binder: 1

How did O=C(Nc1ccc(C(F)(F)F)cc1)C1(c2ccccc2)CC1 do in these assays?
SENP8 block: 33; MPTP inh: 7.3; ATG4B inh: 8; SENP7 inh: -6; SENP6 block: -2; PfG6PD inh: 9; HKDC1 inhibitor: 6; NR3A LBD binder: -2

Results for CC1CN2C(c3ccc(Cl)cc3)=CSC2=N1 (stereo unspecified) ?
SENP8 block: -55; MPTP inh: -0.6; ATG4B inh: 1; SENP7 inh: 6; SENP6 block: 15; PfG6PD inh: 23; HKDC1 inhibitor: 3; NR3A LBD binder: 3

Results for CS(=O)(=O)Nc1ccc(C(=O)NCc2ccc3c(c2)OCO3)cc1 ?
SENP8 block: 4; MPTP inh: 0.6; ATG4B inh: 2; SENP7 inh: -1; SENP6 block: 2; PfG6PD inh: -5; HKDC1 inhibitor: -5; NR3A LBD binder: -1

Results for Cc1[nH]n(-c2ccc(Cl)cc2)c(=O)c1C=Nc1ccc(S(=O)(=O)N2CCOCC2)cc1 ?
SENP8 block: 47*; MPTP inh: 1.6; ATG4B inh: -11; SENP7 inh: 13; SENP6 block: 9; PfG6PD inh: -1; HKDC1 inhibitor: 9; NR3A LBD binder: 32*

Results for COc1ccc(NC(=O)C2CCN(C(=O)c3ccccc3)CC2)cc1OC ?
SENP8 block: 2; MPTP inh: -1.2; ATG4B inh: -5; SENP7 inh: 8; SENP6 block: 4; PfG6PD inh: -7; HKDC1 inhibitor: -2; NR3A LBD binder: -5

How did Cc1n[nH]c(C)c1S(=O)(=O)N1CCc2ccccc2C1 do in these assays?
SENP8 block: 19; MPTP inh: -0.3; ATG4B inh: -2; SENP7 inh: -12; SENP6 block: -3; PfG6PD inh: -1; HKDC1 inhibitor: -7; NR3A LBD binder: 0

How did CCOc1ccc(NC(c2ccccc2)P(=O)(OC)OC)cc1 (stereo unspecified) do in these assays?
SENP8 block: 1; MPTP inh: -0.5; ATG4B inh: -6; SENP7 inh: 11; SENP6 block: 9; PfG6PD inh: 8; HKDC1 inhibitor: -2; NR3A LBD binder: 2

How did COC(=O)[C@]1(Cc2ccccc2)N[C@H](CN(C)C(=O)c2ccccc2)[C@@H]2C(=O)N(Cc3ccccc3)C(=O)[C@@H]21 do in these assays?
SENP8 block: 6; MPTP inh: 0.3; ATG4B inh: -3; SENP7 inh: 12; SENP6 block: 8; PfG6PD inh: -5; HKDC1 inhibitor: 8; NR3A LBD binder: 0

From PubChem
